Bioassay records from PubChem.
Bcl-2 Bim block: human Bim-Bcl-2 interaction inhibition; P10415; Bead-based flow cytometry, Bim peptide-Bcl-2 binding; inhibition, % at 10 µM; actives 0.06% (n = 190,000); in the data active means inhibition above about 40%; inconclusive means no clear call, values can overlap the other calls;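 further: 0% = no compound wells with probe peptide and 100% = reference peptide inhibitor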
Target sequence (P10415 whole entry, looked up): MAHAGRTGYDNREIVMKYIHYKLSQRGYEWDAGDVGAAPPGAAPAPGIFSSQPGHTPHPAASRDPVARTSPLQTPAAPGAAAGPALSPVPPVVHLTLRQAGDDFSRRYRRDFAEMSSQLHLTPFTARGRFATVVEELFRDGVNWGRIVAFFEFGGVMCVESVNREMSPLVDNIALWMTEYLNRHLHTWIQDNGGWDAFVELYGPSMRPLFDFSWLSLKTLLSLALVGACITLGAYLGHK
Bcl-W Bim block: disrupts Bim peptide binding to human Bcl-W; Q92843; inhibition, % at 10 µM; bead-based flow cytometry; AID 952; actives 0.02% (n = 190,000);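 further: 0% = bound tracer without compound and 100% = peptide blocker; higher means less fluorescent Bim peptide bound to Bcl-W beads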
Target sequence (Q92843 whole entry, looked up): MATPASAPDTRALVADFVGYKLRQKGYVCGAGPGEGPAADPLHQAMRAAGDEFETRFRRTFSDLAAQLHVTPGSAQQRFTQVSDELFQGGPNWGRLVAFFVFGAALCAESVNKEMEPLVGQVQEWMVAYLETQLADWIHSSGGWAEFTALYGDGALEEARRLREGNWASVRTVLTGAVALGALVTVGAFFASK
Bim-Bcl-B: disrupts Bim peptide binding to human Bcl-B; Q9HD36; bead-based flow cytometry; inhibition, % at 10 µM; actives 0.073% (n = 190,000);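 further: 0% = tracer peptide without compound and 100% = reference inhibitor peptide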
Target sequence (Q9HD36 whole entry, looked up): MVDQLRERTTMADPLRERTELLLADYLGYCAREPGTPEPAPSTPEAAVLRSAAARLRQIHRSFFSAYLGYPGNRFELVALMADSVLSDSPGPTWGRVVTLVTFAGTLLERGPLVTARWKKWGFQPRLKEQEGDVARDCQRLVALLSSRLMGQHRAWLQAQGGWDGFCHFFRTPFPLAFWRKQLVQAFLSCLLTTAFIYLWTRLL
ABCG2 inh: blocks JC-1 efflux by human ABCG2 transporter | inhibition, % at 6.6 µM | actives 0.1% (n = 190,000) | Q9UNQ0 | IgMXP3 cells, flow cytometry;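 active means inhibition above 80%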;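 further: 0% = DMSO and 100% = nicardipine control wells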
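Measure – % inhibition of efflux relative to nicardipine and DMSO · Test system – ABCG2 IgMXP3 and barcoded ABCB1 CCRF-Adr cell mix · Control set – nicardipine as high control, DMSO as low control · Compound – one concentration, 6.6 µM final · Signal – flow cytometry of retained JC-1 fluorescence · Timing – 10 min exposure at 25 °C with rotation, no wash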
ABCB1 inh: inhibitors of human ABCB1 transporter, ABCG2 counter-screen | P08183 | CCRF-Adr cells, JC-1 efflux, flow cytometry | inhibition, % at 6.6 µM | actives 0.067% (n = 190,000); in the data active means inhibition above about 40%;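 further: 0% = vehicle and 100% = reference inhibitor; higher value means more JC-1 retained so stronger ABCB1 efflux block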
Bim-Bcl-XL: human Bim-Bcl-XL interaction inhibition | Q07817 | Bim peptide-Bcl-XL binding, bead flow cytometry, fluorescence | inhibition, % at 10 µM | actives 0.04% (n = 190,000)
GSH fluor: GSH bead compound fluorescence profile | actives 0.25% (n = 190,000) | AID 1776 | GSH beads flow cytometry, compound fluorescence 488/530 nm; hits give high values | fluorescence (KMESF) at 10 µM; in the data active means fluorescence above about 89;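 further: glutathione beads carrying GST-tagged Bcl family fusion proteins plus one bare bead set; values are compound well signal with DMSO vehicle wells as background; inactives centre near 16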
RGS7-Gao: human RGS7-Galphao interaction regulation; binding response (% of control), % at 10 µM; actives 0.35% (n = 220,000); Multiplexed bead flow cytometry, RGS7-Galphao binding; actives lie on both sides; P09471; in the data active means binding response below about 49% or above about 150%; inconclusive means no clear call, values can overlap the other calls; inactive means in between;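 further: fluorescent Galphao held in activated GDP-AlF4 state binding bead-coupled RGS7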
RGS4-Gao reg: human RGS4-Galphao interaction regulation; Multiplexed bead flow cytometry, RGS4-Galphao binding; actives lie on both sides; binding response (% of control), % at 10 µM; P09471; actives 0.33% (n = 220,000); in the data active means binding response below about 49% or above about 150%; inactive means in between;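 further: fluorescent Galphao activated with aluminum fluoride binding bead-coupled RGS4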
Avidin bead fluor: compound fluoresces at 488/530 nm on avidin beads; actives 0.38% (n = 220,000); fluorescence (KMESF) at 10 µM; AID 1775; compound fluorescence 488/530 nm, flow cytometry; hits give high values; in the data active means fluorescence above about 47; further: inactives centre near 10
Bfl-1 Bim block: inhibitors of Bim-Bfl-1 interaction, human; Q16548; actives 0.12% (n = 190,000); Bead-based flow cytometry, Bim-Bfl-1 binding inhibition; inhibition, % at 10 µM;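 further: 0% = wells without compound plus tracer and 100% = blocker peptide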
* marks the source's active call; other numbers are inactive results; ? = inconclusive. Unless noted, no stated cut-off is given here; in the data, active means inhibition above about 40%.

SMILES	Bcl-2 Bim block	Bcl-W Bim block	Bim-Bcl-B	ABCG2 inh	ABCB1 inh	Bim-Bcl-XL	GSH fluor	RGS7-Gao	RGS4-Gao reg	Avidin bead fluor	Bfl-1 Bim block
CCn1c(-c2cc(-c3cccc(OC)c3)nc3ccccc23)n[nH]c1=S	-12	-4	-21	2	0.2	0	33	101	94	3	-12
S=C1NC2(CCCCCC2)N=C1c1ccccc1	0	1	-18	4	0.4	1	11	94	101	5	-2
O=c1[nH]cnc2c1nc(SCc1ccccc1)n2C1OC(CO)C(O)C1O (stereo unspecified)	-5	3	-3	0	0.1	-3	49	105	101	4	-9
Cc1ccc(-n2nnc(-c3cccnc3Cl)n2)cc1	-1	1	-1	2	0.2	-1	19	97	96	6	-4
Cc1ccc(-c2nc(C#N)c(NCCc3ccccn3)o2)cc1	1	0	-1	3	0.7	0	23	102	103	18	-4
C=CCN=c1scc(-c2ccccc2)n1/N=C/c1ccccn1	-12	-5	-13	5	0.5	-11	20	100	101	12	-15
O=C(O)C1CC(=O)N(Cc2cccs2)C1 (stereo unspecified)	-6	3	-9	1	0.5	-4	60	101	102	8	-8
C#CCOCCOCCOCCNc1nc(N2CCN(C(=O)[C@H](Cc3ccc(O)cc3)n3cc([C@@H](N)C(C)CC)nn3)CC2)nc(N2CCN(C(=O)[C@H](Cc3cc4ccccc4[nH]3)n3cc([C@@H](N)CC(C)C)nn3)CC2)n1 (stereo partly specified)	1	-1	-3	0	-0.2	-3	16	118	115	7	-3
O=C(CSCC(=O)Nc1nc(-c2ccc3c(c2)OCO3)cs1)Nc1nccs1	-2	2	-3	1	0.3	-1	18	98	101	7	-3
CC(C)C(=O)Nc1cccc(C(=O)Nc2nncs2)c1	-7	-1	-6	4	-0.1	4	38	99	99	12	-9
OCC1CCCN(C(=S)Nc2ccc(OC(F)F)cc2)C1 (stereo unspecified)	-6	-3	-6	0	0.0	-5	12	103	101	13	-11
COc1ccc(C2CC(C(F)(F)F)n3nc(CO)c(Cl)c3N2)cc1OC (stereo unspecified)	0	0	0	1	0.1	-1	19	102	104	8	0
COc1cccc(C2C(C(C)=O)=C(O)C(=O)N2CCNCCO)c1 (stereo unspecified)	0	1	-2	0	-0.7	-5	15	103	102	14	-4
COC(=O)c1ccc(Cl)c(-c2ccc(/C=N/NC(=O)Nc3ccccc3)o2)c1	-2	6	-5	0	0.3	-10	61	104	102	13	-7
CCn1c2ccccc2c2nnc(SCC(=O)c3ccccc3)nc21	-8	-1	-7	6	1.5	6	36	100	104	15	-10
CC(C)(C)c1ccc(OCCON2C(=O)CCC2=O)c(Cl)c1	1	0	0	1	0.1	-4	8	99	105	13	-2
Oc1oc(-c2ccccc2)nc1C=Nc1cccc2ccccc12	-7	0	-11	1	-0.3	-7	27	102	99	14	-10
CCC(C)NS(=O)(=O)c1ccc(N)cc1 (stereo unspecified)	-3	-4	0	6	-0.1	-5	16	?	101	12	2
O=C(Nc1cccc(F)c1)c1ccc(-c2ccccc2C(F)(F)F)o1	3	0	-1	26	0.5	-3	17	101	102	10	4
COc1ccc(C(=O)/C=C/Nc2ccc(C)cn2)cc1OC	-4	-7	-4	4	0.2	-9	13	97	99	24	-3
O=c1[nH]c2cc3c(cc2cc1CN(CCc1ccccc1)Cc1nnnn1CC1CCCO1)OCO3 (stereo unspecified)	-3	5	-4	1	0.3	-1	6	90	95	5	-5
Cn1c(Sc2ccc(Cl)cc2)c(C=O)c2ccccc21	-2	2	-1	3	0.4	-2	20	95	94	11	-1
N#CCCN1CCN(C(=S)c2ccc(-c3cccc(Cl)c3)o2)CC1	-6	-2	-8	0	0.0	-6	6	96	99	8	-9
O=C(COC(=O)C1CC(=O)N(C2CCCCC2)C1)c1ccc(F)cc1 (stereo unspecified)	-8	2	-5	-4	-3.2	-3	18	102	103	8	-9
COc1ccc(NC(=O)CCCSc2ccccc2)cc1	-3	0	-4	4	-0.2	-2	12	?	103	23	-3

Later entries
SMILES	Bcl-2 Bim block	Bcl-W Bim block	Bim-Bcl-B	ABCG2 inh	ABCB1 inh	Bim-Bcl-XL	GSH fluor	RGS7-Gao	RGS4-Gao reg	Avidin bead fluor	Bfl-1 Bim block
Cc1ccc(-n2c(O)c(C=Nc3ccc(S(=O)(=O)Nc4ncccn4)cc3)c3ccccc3c2=O)cc1C	-1	0	-4	-1	0.3	-3	15	99	101	10	-3
O=C(c1ccc(Nc2cccc(C(F)(F)F)c2)nc1)N1CCCC1	1	1	0	1	0.1	0	8	110	107	13	1
CC1CC2(CCCC2)N(C(=O)c2ccccc2)Cc2ccccc21 (stereo unspecified)	-4	-4	-4	4	1.3	-3	7	100	97	0	-2
COc1ccc(CC(NC(C)=O)C(=O)NC2CCN(C(=O)C3CC3)CC2)cc1OC (stereo unspecified)	-3	2	0	0	-0.1	1	19	113	104	7	-10
COc1ccc(CNC(=O)CSCc2cccc(Cl)c2)cc1	-16	-2	-12	10	0.9	-5	15	97	101	15	-9
CCCCOCCCNc1ncnc2c1[nH]c1ccccc12	-4	0	-1	2	0.5	-5	17	115	114	7	-4
Oc1ccc(/C(Cc2ccc3ccccc3n2)=N\Nc2ccccc2)c(O)c1	-2	-1	-4	10	0.6	-8	15	104	102	6	-3
Cn1c(NCc2ccc(Cl)cc2)nc2ccccc21	0	0	-1	25	0.9	-1	14	106	103	15	-3
O=c1n(Cc2ccccc2F)c2ccccc2n1Cc1ccccc1F	14	0	-3	1	1.2	-1	21	95	99	19	3
O=C(Cn1nc(-c2ccccc2)ccc1=O)NCc1ccc2c(c1)OCO2	-7	0	-9	1	0.1	-4	14	104	103	8	-12
Cc1nc(-c2ccccc2)cn(O)c1=O	-4	-2	-3	5	3.5	-3	19	91	97	6	0
Cc1cccc2cc(CN(Cc3ccc(F)cc3)C(=O)C(F)(F)F)c3nnnn3c12	-1	-3	-5	-1	-0.3	-5	15	101	100	6	-2
COc1ccccc1NC(=O)N(C1CCCC1)C1CCN(C(C)=O)CC1	1	1	1	4	0.4	1	12	104	108	6	-1
CCOCc1nnc(NC(C)=O)s1	-1	-1	-2	1	0.2	-4	14	99	101	37	-1
CC(=O)Nc1ccc(OC(=O)C(CCS(C)(=O)=O)N2C(=O)c3ccccc3C2=O)cc1 (stereo unspecified)	-11	-1	-15	1	0.3	1	27	97	98	12	-19
CC(=O)O/N=C1\C(=O)N(Cc2ccc(C)cc2)c2ccccc21	8	14	11	2	1.2	10	15	71	76	10	8
COCCCNc1nc(-c2ccncc2)nc2ccccc12	-5	4	-3	4	0.2	-1	11	102	97	10	-9
Cc1c(C(=O)OCC(=O)c2c(N)n(CC(C)C)c(=O)n(C)c2=O)oc2ccccc12	-8	-2	-5	3	0.8	-5	13	103	100	26	-4
COC(=O)/C(=C\c1c[nH]c2ccccc12)NC(C)=O	-5	-4	-1	1	0.4	-3	16	104	105	27	0
Cn1c(N)c(C(=O)COC(=O)C(Cc2ccccc2)NC(=O)c2ccccc2)c(=O)n(C)c1=O (stereo unspecified)	-1	6	-4	2	-0.8	2	23	98	99	8	6
CC1(C)NC(=O)N(CNc2cc(Cl)ccc2Cl)C1=O	-9	0	-8	1	0.7	-4	31	100	98	17	-13
CC(C)(C)c1ccc(/C=C/C(=O)N2CCc3ccccc3C2)cc1	-2	-5	-5	1	0.1	-4	17	100	101	22	-1
CC1(C)CC(C#N)(N2CCOCC2)CCO1 (stereo unspecified)	-1	-3	-2	1	0.2	-1	28	92	92	12	-1
CCCOC(=O)c1ccc(NC(=O)c2nc3nc(C)cc(C)n3n2)cc1	-2	-3	-4	-3	-1.6	-7	21	99	103	5	-5
CC(CCCC(C)(C)O)CC1C2=C(CCCC2=O)OC2=C1C(=O)CCC2 (stereo unspecified)	-3	-1	-3	0	0.4	-4	8	103	104	22	-4
CC(=O)N1Cc2ccccc2C(C)CC12CCCCC2 (stereo unspecified)	-9	-5	-9	7	1.1	-9	16	101	97	13	-13
CN(CCCCCC(=O)/C=N/O)Cc1ccccc1	-5	-4	-7	-2	-0.1	-6	13	97	101	13	-3
CCCN1CCN(C(=O)C2CCN(S(=O)(=O)c3ccc4c(c3)oc(=O)n4C)CC2)CC1	4	-5	-4	-2	-2.3	-6	20	83	86	4	-4
COc1ccc2c(c1)c(=O)oc1c(C)c(OCC(=O)N3CCc4ccccc4C3)ccc12	-1	-4	0	-2	-4.9	-2	28	111	137	26	2
CC(C)N=C1NN=C(c2cccs2)CS1	-1	-2	-6	8	-0.1	0	9	102	103	11	-1
